# Screens as filed in PubChem BioAssay.
# UHRF1 binding = UHRF1 methyl-DNA binding inhibition. Q96T88. 370,000 tested, 0.75% active. inhibition, % at 4.4 µM. AID 687016. UHRF1 binding to methylated oligo, TR-FRET; in the data active means inhibition above about 21%;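 further: UHRF1 SRA domain binding a hemimethylated CpG hairpin DNA probe; 0% = median of test compound wells and 100% = reference inhibitor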
# HTRA1 inhibitor = inhibitors of human serine peptidase HTRA1; Q92743; recombinant HTRA1, FP-rhodamine activity-based probe, fluorescence polarization; inhibition, % at 5.96 µM; 340,000 tested, 0.5% active; in the data active means inhibition above about 36%;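 further: 0% = enzyme with DMSO and 100% = wells lacking enzyme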
# Target sequence (Q92743 whole entry, looked up): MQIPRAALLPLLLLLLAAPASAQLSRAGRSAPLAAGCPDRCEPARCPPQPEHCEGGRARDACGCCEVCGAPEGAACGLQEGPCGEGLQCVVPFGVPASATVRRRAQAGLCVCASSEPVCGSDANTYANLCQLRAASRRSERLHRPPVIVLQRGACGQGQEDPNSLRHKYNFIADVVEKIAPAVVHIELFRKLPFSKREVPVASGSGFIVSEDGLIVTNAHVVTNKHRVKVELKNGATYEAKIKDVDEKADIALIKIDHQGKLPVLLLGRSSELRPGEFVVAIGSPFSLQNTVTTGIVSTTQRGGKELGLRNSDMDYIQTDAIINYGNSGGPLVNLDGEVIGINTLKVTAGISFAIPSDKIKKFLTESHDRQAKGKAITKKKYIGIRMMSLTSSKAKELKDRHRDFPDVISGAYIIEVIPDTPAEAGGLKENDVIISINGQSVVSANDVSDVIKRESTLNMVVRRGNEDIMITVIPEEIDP
# ABHD4 inh = inhibitors of mouse ABHD4 | Q8VD66 | purified mABHD4, FP-Rh probe fluorescence polarization | inhibition, % at 8.92 µM | 370,000 tested, 0.54% active;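 active means inhibition exceeding the mean over every tested compound plus 3 SD, cut at about 30% in these data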;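 further: 0% = plate median of compound wells and 100% = S159A mutant with DMSO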
# Target sequence (Q8VD66 whole entry, looked up): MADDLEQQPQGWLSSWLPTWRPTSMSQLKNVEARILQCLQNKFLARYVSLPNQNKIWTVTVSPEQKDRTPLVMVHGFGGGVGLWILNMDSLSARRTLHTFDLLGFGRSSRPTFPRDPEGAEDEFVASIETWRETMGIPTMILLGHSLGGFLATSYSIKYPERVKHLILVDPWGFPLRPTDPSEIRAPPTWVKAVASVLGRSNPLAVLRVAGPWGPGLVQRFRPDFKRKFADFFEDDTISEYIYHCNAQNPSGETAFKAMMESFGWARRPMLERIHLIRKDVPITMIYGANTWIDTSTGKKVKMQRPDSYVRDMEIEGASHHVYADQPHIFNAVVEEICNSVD
#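 System: mouse ABHD4 enzyme, wild type / Medium: HEPES pH 7.0, NaCl, Pluronic buffer / Reagent: FP-Rh activity-based fluorescent probe / Control set: S159A mutant high control, sample median low control / Detection: fluorescence polarization with parallel and perpendicular emission, 525/598 nm / Schedule: 45 min + 60 min at 25 °C / Compound dosing: 8.92 µM, single dose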
# LEDGF integ inh = blocks HIV-1 LEDGF/p75-dependent DNA integration; TR-FRET IN-LEDGF/p75 DNA integration, Eu/Cy5; inhibition, % at 3.7 µM; 370,000 tested, 0.64% active;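 active means inhibition above the screen-wide mean plus 3 SD, cut at about 13% in these data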;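 further: signal is the Cy5 over europium emission ratio at 671 and 618 nm; 0% = plate median of compound wells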
# rCAG binder = binds r(CAG) RNA repeats | r(CAG) RNA repeat, TO-PRO-1 dye displacement fluorescence | inhibition, % at 3 µM | 370,000 tested, 1.3% active | AID 651821;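 active means inhibition above the plate cutoff, the mean of all test compounds on that plate plus 3 SD, cut at about 35% in these data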;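 further: 0% = DMSO alone and 100% = 100 µM mitoxantrone as full dye displacement; higher means more dye released from RNA so lower well fluorescence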
# NR1D1 modulator = modulates human Rev-erb alpha binding to DNA; P20393; Rev-erbα–FITC-DNA binding, fluorescence polarization, 90 min; activity, % at 10 µM; 370,000 tested, 0.79% active; AID 1259318;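 active means activity above about 14%, limit read from the data; passing the limit was not always enough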;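 further: 0% = DMSO wells with 35 nM protein and 100% = DMSO wells with 750 nM protein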
# TCR-CD3 inh = human TCR-CD3 binding inhibition; TAMRA-labeled TCR probe fluorescence, biochemical; inhibition, % at 9.4 µM; 360,000 tested, 0.37% active; in the data active means inhibition above about 19%;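 further: recombinant mutant TCR 2C K166C tagged with TAMRA read by polarization; 0% = receptor in buffer alone and 100% = receptor with positive control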
# PRMT1 inh = inhibitors of human PRMT1; 370,000 tested, 1.3% active; Q99873; inhibition, % at 2.79 µM; recombinant PRMT1, activity-based probe fluorescence polarization;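 active means inhibition above about 21% made by adding two undisclosed values, limit read from the data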
# PG9 binder = small molecules binding HIV-1 gp120 antibody PG9; TR-FRET gp120-PG9 antibody binding; AID 624416; inhibition, % at 6.7 µM; 360,000 tested, 0.43% active; in the data active means inhibition above about 8.5%
# MBD2 DNA inh = MBD2-methylated oligo binding inhibition | TR-FRET, MBD2 binding to methylated oligonucleotide | inhibition, % at 4.4 µM | 370,000 tested, 0.31% active; in the data active means inhibition above about 13%
# * hit, by the source's call; x = no result given; & = joins results of further samples.
SMILES,UHRF1 binding,HTRA1 inhibitor,ABHD4 inh,LEDGF integ inh,rCAG binder,NR1D1 modulator,TCR-CD3 inh,PRMT1 inh,PG9 binder,MBD2 DNA inh
CCOC(=O)C1=C(COCCN)NC(C)=C(C(=O)OC)C1c1ccccc1Cl (configuration not stated),1&1&-1,17&23&7,10&0&8,5&-3&2,10&9&14,0&-3&3&-5,1&0&5,-4&5&-3,-1.6&-1.1&-1.2,-4&-4&-1
COc1cccc(OC)c1C(=O)Nc1ccc2c(c1)Cc1ccccc1-2,-1,-14,-40,-2,10,2,-6,0,-1.4,4
C=CCn1c(COc2ccc(OC)cc2)nc2ccccc21,0,-3,6,-4,0,0,-1,2,0.4,6
COc1ccc2c(c1)CO[C@@]21O[C@H](CCO)C[C@H](O)[C@H]1O,-1,x,1,-10,4,1,0,-3,-0.1,-2
CCn1c(-c2cccc(Cl)c2)n[nH]c1=S,-2,-2,3,-1,0,7,2,-1,1.4,-2
CN(O)/C=c1/ccc2c(n1)C(=O)C=CC=2,-4,0,3,6,-2,4,-6,1,-4.4,-5
Cc1cc(-n2c(C)cc(C(=O)CSc3ccccn3)c2C)no1,0,-4,16,-2,5,-2,-7,26*,-1.1,6
O=C(c1ccccc1)c1coc2ccc(O)c(CN3CCOCC3)c12,-1,-1,-4,-4,-6,-1,-2,1,1.1,3
COc1ccc(/C=N/NC(=O)c2nnn(-c3nonc3N)c2-c2cccc(OC)c2)cc1,-1,-11,-5,-3,7,0,-8,3,-2.2,2
COC(=O)c1sccc1NC(=O)Nc1ccc(F)cc1,0,-13,-6,-4,-2,-4,0,1,-1.5,1
Cc1cccc(-c2nnc(C(C)Nc3cccc(C(=O)NC4CC4)c3)o2)c1 (configuration not stated),1,2,-4,1,2,2,-2,1,-0.2,0
COc1cc(OC)cc(C(=O)NCC(=O)OCC(=O)Nc2ncc(Cl)cc2Cl)c1,2,-7,6,-4,6,-6,-1,2,2.3,-1
COc1ccc(-c2noc(CCC(=O)NC3CCN(Cc4ccccc4)CC3)n2)cc1,-2,5,-2,-2,-8,0,1,0,-0.7,0
COc1ccc(OC)c(NC(=O)c2nnn(Cc3ccc(Br)cc3F)c2N)c1,3,-11,-13,3,7,2,-9,-2,1.4,0
O=[N+]([O-])c1ccc(CN2CCN(c3ccccc3Cl)CC2)o1,1,3,7,6,-3,-1,0,0,-2.8,-3
Cc1ccc(N(C(=O)Cn2nnc(-c3ccccc3)n2)C(C(=O)NC2CCCCC2)c2ccccn2)cc1C (configuration not stated),3,-3,3,0,7,-1,-8,0,0.3,2
Cc1cc(C)n2nc(SCc3cccc(F)c3)nc2n1,-1,0,1,-3,-4,1,0,1,-2.0,1
CCOC(=O)N1CCN(C(=O)c2oc3ccc(S(=O)(=O)N4CCOCC4)cc3c2C)CC1,-2,5,6,1,-4,-3,2,-1,0.1,0
Cc1cc(C(=O)Nc2c(C)nn(Cc3ccc(F)cc3)c2C)on1,0,2,4,2,2,5,-2,-2,-0.7,3
CC(=O)Nc1ccc2c(c1)ncn2-c1ccccc1,4,x,0,2,-5,-2,-10,2,-1.6,3

# Next part; it opens with the 2 that closed the last part.
SMILES,UHRF1 binding,HTRA1 inhibitor,ABHD4 inh,LEDGF integ inh,rCAG binder,NR1D1 modulator,TCR-CD3 inh,PRMT1 inh,PG9 binder,MBD2 DNA inh
Cc1cc(C(=O)Nc2c(C)nn(Cc3ccc(F)cc3)c2C)on1,0,2,4,2,2,5,-2,-2,-0.7,3
CC(=O)Nc1ccc2c(c1)ncn2-c1ccccc1,4,x,0,2,-5,-2,-10,2,-1.6,3
N#Cc1ccsc1NC(=O)CN1CCN(c2ccccc2)CC1,0,5,-1,1,4,0,3,0,0.0,1
O=C(CN1CCN(S(=O)(=O)c2ccc(Cl)cc2)CC1)N1CCCC1,-2,3,5,-3,-2,1,1,-3,1.4,-3
O=C(C1CC1)N1CCN=C1SCc1cccc(F)c1,2,-2,3,3,2,1,-7,3,-1.2,-2
O=S(=O)(c1ccc2c(c1)CCCN2)N1CCCC1,0,-3,0,5,3,3,-7,-2,-0.1,-1
Cc1ccccc1CN1CCCCC(NC(=O)c2ccc(COc3ccccc3)cc2)C1=O (configuration not stated),2,x,-3,-2,9,1,x,1,x,2
O=C(CC1C(=O)NCCN1Cc1ccc(Cl)c(F)c1)NC1CCC1 (configuration not stated),2,2,15,-7,5,3,3,5,-1.1,-4
CSCCC(NS(=O)(=O)c1ccc(Cl)cc1)C(=O)OCc1c(Cl)cccc1Cl (configuration not stated),-2,-59,-27,1,-1,-6,10,-3,-1.4,1
CC(=O)Nc1ccc(S(=O)(=O)N2CCC(C(=O)NCCC(=O)NCc3ccncc3)CC2)cc1,5,-1,-12,3,3,-7,-2,-4,0.7,1
Cc1ccc(N2C(=O)Cc3ccccc3C2=O)cc1,-4,-4,4,-2,12,4,-1,1,-3.6,0
O=C(CC1NCCNC1=O)Nc1ccc([N+](=O)[O-])cc1 (configuration not stated),6,x,5,-5,1,-6,8,0,-0.8,-3
OC1CCN(Cc2cn(Cc3ccccc3)nc2-c2cc3ccccc3o2)CC1,0,-3,0,-1,-9,-3,1,-2,-1.4,3
CCOc1ccc(CCNC(=O)CN2C(=O)c3cccnc3Oc3ccc(Cl)cc32)cc1,2,-9,-17,0,0,-3,-4,-3,0.4,-4
CC(C)COC(=O)C1C2C=CC3(CN(C(C)c4ccc(Br)cc4)C(=O)C13)O2 (configuration not stated),0,3,1,-2,0,-5,-1,-2,-0.5,-3
CSc1ncc(Cl)c(C(=O)Nc2nnc(SC)s2)n1,-1,7,4,-1,2,-1,2,-1,0.7,-1
COc1cc(CN2CCC(CO)(CCOc3ccccc3)CC2)cc(OC)c1OC,1,2,-2,-3,-9,4,4,-1,-2.6,0
CC(Sc1nnc(COc2ccc(Cl)cc2)n1Cc1ccco1)C(=O)N1CCNC1=O (configuration not stated),1,-5,-2,-2,5,-1,-4,11,0.8,1
COc1ccc(-c2csc(NC(=O)c3cccc(N4C(=O)CCC4=O)c3)n2)cc1OC,-1,-2,-4,2,9,12,-5,0,-1.4,-2
CCN(CC)S(=O)(=O)c1ccc(NCCCn2ccnc2)c([N+](=O)[O-])c1,-5,-2,-5,-1,2,8,0,-5,-2.3,-8
CC(C)CNS(=O)(=O)c1ccc(S(=O)(=O)N2CCC(N3CCCCC3)CC2)cc1,1,0,2,-1,-4,-2,3,-4,-5.1,1
O=c1cc(-c2ccc3c(c2)OCO3)oc2ccccc12,-5,12,0,-1,7,1,-1,1,-0.7,-2
CCOC(=O)C1C(=O)C=C(/C=C/c2ccc(N(C)C)cc2)CC1c1ccccc1 (configuration not stated),1,-15,-26,0,-7,4,1,-2,-1.1,0
Cn1c(=O)[nH]c2sc3c(c2c1=O)CC(C)(C)OC3,0,2,2,0,1,-5,0,2,-2.1,-1
COc1cc2c(c3oc(-c4ccccc4)cc(=O)c13)C=CC(C)(C)O2,1,-61,-24,-3,3,6,12,0,-0.8,2
Cc1cc(C)cc(C(=O)NCC(=O)N2CCC3(CC2)NCCc2[nH]cnc23)c1,0,1,-10,1,0,-3,-2,0,-1.9,-2
CC(=O)c1cccc(NC(=S)NC(=O)c2ccccc2C)c1,1,5,-3,-1,-4,3,-10,3,0.3,2
COc1cc2ccccc2cc1C(=O)O,5,-2,5,-4,3,-5,5,1,-0.1,-5
CC(C)N(N=Nc1ccc([N+](=O)[O-])cc1)C(C)C,3,-8,4,2,-1,-5,2,1,-2.5,-1
CCN(C(=O)c1ccc(C)c(Br)c1)c1ccccc1,4,-6,-6,-3,-6,-2,4,-1,1.1,0
COCCn1c(SCC(=O)c2[nH]c(C)c(C(C)=O)c2C)nc2ccccc2c1=O,0,-7,-11,6,1,3,0,-3,-3.2,0
COc1cc(S(=O)(=O)N2CCN(c3ccccn3)CC2)ccc1Br,1,-7,-2,-1,-1,11,-3,6,0.3,-1
CCCCN(CC)Cc1c(C)[nH]c2c(ccc3ccccc32)c1=O,3,-1,4,-5,10,2,-3,2,-0.9,2
CCc1ccccc1NC(=S)N(CCN1CCOCC1)C1CCN(C(C)=O)CC1,11,5,-10,7,-3,-1,5,-4,1.1,-8
COc1ccc(CCN(C(=O)COc2ccccc2)c2nc(-c3ccccc3)cs2)cc1OC,0,-40,-9,-2,11,1,5,-2,-1.7,-3
Cc1cc(C(F)F)n2nc(C(=O)Nc3sc4c(c3C(N)=O)CCC4)nc2n1,0,2,7,0,26,-8,4,2,0.9,-2
CC(C)Oc1ccc(NC(N)=O)cc1,2,1,-3,3,1,-2,-2,-1,-4.5,-2
CC(=O)Nc1ccccc1C(=O)C(=O)O,-4,8,3,-2,4,-3,-2,0,1.8,-8
Cc1ccc(Nc2nnc(SC(C)C(=O)Nc3c(C)n(C)n(-c4ccccc4)c3=O)s2)cc1 (configuration not stated),1,1,-1,-2,-4,-7,6,0,-1.8,3
Cc1ccc(S(=O)(=O)N2CCCCC2)cc1NC(=O)Cn1ccc(C(F)(F)F)n1,1,2,0,1,-3,-6,-5,-2,0.0,-5
CSc1ccc(OC2(C)CCN(Cc3ccc(OC(F)(F)F)cc3)C2)cc1 (configuration not stated),0,x,1,-2,-1,-3,1,-3,-1.8,1
CCOc1ccc(C(=O)NC(=S)Nc2ccccc2N2CCOCC2)cc1Br,5,-3,-8,-6,6,5,-6,4,0.0,6
Cc1ccc(CN2CCc3[nH]c(=O)[nH]c(=O)c3C2)cc1,-1,5,5,-2,1,10,2,-3,3.2,1
CCCc1nnc(NC(=O)CCC(=O)NCc2ccccc2)s1,2,6,-8,-2,-2,-7,-8,2,1.6,2
CCN(C)c1ccc(/C=N\n2nnnc2N)cc1,-2,-3,3,1,2,x,4,1,-3.4,-3
COc1cccc(C(C)NC(=O)C2CCCC2)c1 (configuration not stated),4,4,5,-2,-5,4,-4,0,0.5,5
CCCCOc1ccc(NC2=NC3(CCCCC3)N=C(N)N2)cc1,-2,4,10,-1,9,5,6,-3,0.6,-10
COc1ccc(CN2c3ccccc3C(=O)CS2(=O)=O)cc1OC,0,x,-21,3,35*,4,-3,-2,-1.7,2
COc1ccc2c(c1OC)C(C1c3c(cc4c(c3OC)OCO4)CCN1C)OC2=O (configuration not stated),3,-2,-5,-6,-7,0,-12,1,-0.4,2
COC(=O)c1c(NC(=O)CCC(=O)O)sc2c1CCCCC2,-2,-3,1,4,9,-2,-2,1,-2.5,3
CC(=O)c1cc(-c2ccccc2)n(CC(=O)N2CCC(N3CCCCC3)CC2)c1C,2,3,-3,-1,-2,5,-3,0,0.7,-4
CC(=O)c1cc2c(cc1NC(=O)CSc1ncccn1)OCO2,-3,10,7,-3,2,-4,-7,1,-1.0,1
COc1cc(C(CCN2CCCCC2)c2c(OC)cc(OC)c3c(-c4ccccc4)cc(=O)oc23)cc(OC)c1OC (configuration not stated),2,1,6,2,8,1,-9,-1,0.4,-1
CCCCNc1c(CCc2ccccc2)nc2nc(C)cc(C)n12,-2,x,-3,2,14,-7,6,1,-0.8,4
Cc1nc2c(C)c(C)c(C)c(C)c2nc1C,2,x,-9,5,3,0,-4,-5,-1.2,-2

# Only part of the results is shown, so the mix of outcomes need not match the whole.
